CCHFV vOTU inh: CCHFV vOTU protease inhibition; Pep-AMC fluorescence; inhibition, % at 11.5 µM; hit rate 0.55% among 370,000; AID 651958; further: 0% = vehicle wells with enzyme and 100% = no enzyme wells
BioA inh: inhibitors of Mycobacterium tuberculosis BioA enzyme. purified M. tuberculosis BioA enzyme, plate reader. hit rate 0.096% among 360,000. inhibition, % at 9.99 µM. AID 602481; in the data active means inhibition above about 40%; inconclusive means no clear call, values can overlap the other calls
Mtb FBA inh: inhibitors of M. tuberculosis fructose-bisphosphate aldolase; AID 588726; purified M. tuberculosis FBA, fluorescence read-out; hit rate 2.3% among 360,000; P9WQA3; inhibition, % at 1 µM; in the data active means inhibition above about 27%;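 further: 0% = vehicle and 100% = reference inhibitor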
Target sequence (P9WQA3 whole entry, looked up): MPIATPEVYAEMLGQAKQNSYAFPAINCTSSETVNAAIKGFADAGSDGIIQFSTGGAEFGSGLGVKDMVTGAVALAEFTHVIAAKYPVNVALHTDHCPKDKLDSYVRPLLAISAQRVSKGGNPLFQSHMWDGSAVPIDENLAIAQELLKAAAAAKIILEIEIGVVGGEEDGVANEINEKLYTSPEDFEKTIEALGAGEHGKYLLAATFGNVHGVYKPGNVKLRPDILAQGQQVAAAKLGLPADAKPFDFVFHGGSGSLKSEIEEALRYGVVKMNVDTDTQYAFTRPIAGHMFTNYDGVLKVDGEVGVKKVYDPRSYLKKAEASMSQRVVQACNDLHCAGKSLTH
BoNT A protease: blocks Botulinum neurotoxin A light chain protease. hit rate 0.17% among 360,000. inhibition, % at 10 µM. multiplex microsphere protease substrate cleavage, flow cytometry; in the data active means inhibition above about 30%; inconclusive means no clear call, values can overlap the other calls; further: plate controls were buffer without enzyme for full effect and enzyme alone for no effect
PrPC TRFRET: reduces human prion protein on the cell surface; AID 720596; cell surface PrPC, TR-FRET read-out; hit rate 0.43% among 370,000; inhibition, % at 13.8 µM; in the data active means inhibition above about 24%; further: 0% = median of the test wells and 100% = reference compound wells
FadD28 binding: M. tuberculosis FadD28 bisubstrate binding inhibition | FadD28 bisubstrate probe binding, fluorescence polarization | inhibition, % at 12.5 µM | hit rate 0.22% among 360,000; in the data active means inhibition above about 8.5%, passing the limit was not always enough; inconclusive means no clear call, values can overlap the other calls
GDH-TPI inh: GDH-TPI coupled enzyme inhibition counter-screen; GDH-TPI coupled enzyme counterscreen, NADH absorbance; inhibition, % at 4.8 µM; hit rate 1.2% among 360,000; AID 588335;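 further: 0% = DMSO wells and 100% = wells lacking the enzyme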
BoNT F protease: BoNT F light chain protease inhibition. Multiplex microsphere protease cleavage assay, flow cytometry. hit rate 0.22% among 360,000. inhibition, % at 10 µM. AID 588497; in the data active means inhibition above about 35%, passing the limit was not always enough; inconclusive means no clear call, values can overlap the other calls; further: plate controls were buffer without enzyme for full effect and enzyme alone for no effect
UGM FP inh: Mtb UDP-galactopyranose mutase inhibition | inhibition, % at 10 µM | purified UGM, fluorescence polarization probe displacement | AID 504406 | hit rate 0.06% among 320,000 | P9WIQ1; in the data active means inhibition above about 10%, passing the limit was not always enough; inconclusive means no clear call, values can overlap the other calls
Target sequence (P9WIQ1 whole entry, looked up): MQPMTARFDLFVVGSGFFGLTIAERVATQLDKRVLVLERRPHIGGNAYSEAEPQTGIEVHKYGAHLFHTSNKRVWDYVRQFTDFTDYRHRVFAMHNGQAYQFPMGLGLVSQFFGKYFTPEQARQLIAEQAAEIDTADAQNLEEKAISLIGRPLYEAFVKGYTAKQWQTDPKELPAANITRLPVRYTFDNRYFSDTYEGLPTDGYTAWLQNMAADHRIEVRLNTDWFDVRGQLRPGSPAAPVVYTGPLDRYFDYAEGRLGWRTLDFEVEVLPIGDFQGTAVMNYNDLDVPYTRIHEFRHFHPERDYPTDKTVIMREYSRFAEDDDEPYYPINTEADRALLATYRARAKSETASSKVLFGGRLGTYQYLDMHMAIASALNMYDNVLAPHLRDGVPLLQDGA
An asterisk follows results filed as active; ? = inconclusive; . = not tested or not shown. Unless noted, no stated cut-off is given here; in the data, active means inhibition above about 30%; inactive means the rest. Not a hit list; about 4.8% have a hit in one of these screens.

Results follow in this order: CCHFV vOTU inh	BioA inh	Mtb FBA inh	BoNT A protease	PrPC TRFRET	FadD28 binding	GDH-TPI inh	BoNT F protease	UGM FP inh
c1ccc2c(c1)c1ccccc1n1c(-c3ccc4c(c3)OCO4)nnc21
  13	-0.8	7	-0.2	5	-1.6	2	-14	1.2
CCOC(=O)C1CCN(Cc2ccc(Cl)nc2)CC1
  -6	0.0	5	1.2	-1	0.9	6	-21	-2.8
CN(C)CCCNC(=O)c1ccc(Oc2ccccc2)cc1
  -5	.	-6	2.5	4	-1.5	-2	-9	-1.2
COc1cc2c3c(c1)C(C)=CC(C)(C)N3C(=O)C2=O
  -2	.	29*	0.1	-19	-0.2	9	0	1.9
COc1ccccc1CCN1C(=S)NC(C)(C)CC1(C)O (stereo not drawn)
  14	0.0	1	-0.8	5	-1.4	0	1	-0.8
CCOCCc1nnc(N)s1
  -8	-0.7	0	0.8	1	-1.2	0	4	-0.6
CC(=O)c1c(C)[nH]c(C(=O)Nc2ccc(C)c(C)c2)c1C
  20	-2.0	-6	0.5	4	-0.4	10	-3	-3.4
Oc1ccc(N2CCN(C(c3cccs3)c3nnnn3CCc3ccccc3)CC2)cc1 (stereo not drawn)
  7	2.0	-4	-0.4	3	-2.2	7	-22	4.9
COc1ccccc1CNC(=O)CN(CCc1ccccc1)S(C)(=O)=O
  2	.	-3	0.5	4	-2.4	3	-3	2.8
CC(O)[C@H]1CNC(=O)C(=O)N1CC(C)(C)C (stereo partly drawn)
  -2	-0.8	1	-0.7	-2	-3.7	-4	-11	0.8
O=C1CCC(c2ccc3ccccc3c2)O1 (stereo not drawn)
  6	-0.2	2	0.2	5	-2.1	-5	-4	.
O=C(c1ccc(OCC2CCCO2)cc1)N1CCc2ccccc2C1 (stereo not drawn)
  -8	-0.3	-1	0.1	-6	-2.4	-5	1	-0.5
FC(F)(F)c1nnc2c3ccccc3c(Cl)nn12
  -12	0.4	3	4.3	-4	-0.1	5	24	-2.4
Cc1ccccc1OCC(=O)NN1CCN(C)CC1
  -4	-2.1	0	-0.8	-1	-0.4	-1	-1	-1.0
COc1cccc(C(=O)Nc2ccc(NC(=O)c3ccco3)cn2)c1
  16	-2.0	-5	0.4	-3	-4.4	4	0	1.1

Next part, overlapping the part above by 4 compounds.
Results follow in this order: CCHFV vOTU inh	BioA inh	Mtb FBA inh	BoNT A protease	PrPC TRFRET	FadD28 binding	GDH-TPI inh	BoNT F protease	UGM FP inh
O=C(c1ccc(OCC2CCCO2)cc1)N1CCc2ccccc2C1 (stereo not drawn)
  -8	-0.3	-1	0.1	-6	-2.4	-5	1	-0.5
FC(F)(F)c1nnc2c3ccccc3c(Cl)nn12
  -12	0.4	3	4.3	-4	-0.1	5	24	-2.4
Cc1ccccc1OCC(=O)NN1CCN(C)CC1
  -4	-2.1	0	-0.8	-1	-0.4	-1	-1	-1.0
COc1cccc(C(=O)Nc2ccc(NC(=O)c3ccco3)cn2)c1
  16	-2.0	-5	0.4	-3	-4.4	4	0	1.1
Cc1ccccc1CN(C)c1ccc(S(=O)(=O)N2CCN(C)CC2)cn1
  3	0.6	4	-0.4	-2	-1.6	7	7	-1.0
CC(C)CC(=O)Nc1ccc(N2CCN(S(C)(=O)=O)CC2)cc1
  0	.	2	-0.6	-2	-0.7	0	-2	1.7
COc1ccc(-c2csc3ncnc(Sc4nnnn4C)c23)cc1
  15	2.0	1	-0.4	19	-3.3	-2	10	0.5
CN(C)C(=S)Nc1cccc(C(F)(F)F)c1
  -10	.	0	0.4	9	0.8	1	-1	-4.5
Cc1ccc(OP(=O)(NC(C)c2ccccc2)Oc2ccc(C)cc2)cc1 (stereo not drawn)
  6	.	-1	-0.3	8	0.3	0	-4	-1.1
Cc1cc(CN2CCOCC2)c(O)c(C2(C)CCCCC2)c1
  2	0.3	0	0.6	4	-2.7	2	17	-0.4
CN(C)c1ncccc1-c1nc2ccccc2s1
  -42	.	30*	-1.8	-2	-1.8	13	-9	-1.5
CN(Cc1ccsc1)C(=O)Cn1cc(Br)ccc1=O
  8	-0.1	9	2.0	-3	-0.8	2	5	2.5
Cc1cc(C)c(C#N)c(N2CCN(Cc3ccccc3)CC2)n1
  3	8.8	1	-0.1	-9	-1.2	4	-2	.
O=C(COC(=O)CCc1nc2ccccc2c(=O)[nH]1)Nc1ccccc1
  6	0.0	0	-0.2	-1	0.2	3	-6	1.8
CON1C(=O)C(=O)N(OC)C(C)(C)C1(C)C
  3	.	-3	0.1	9	-2.9	-1	2	-1.3
CCN1CCN(CCCNC(=O)c2ccc3c(c2)NC(=O)c2ccccc2S3)CC1
  14	-0.8	-3	-0.1	-6	-4.7	-10	-5	-0.7
COc1ccccc1C(=O)NNC(=O)c1ccccc1
  12	-0.1	0	-0.9	7	-0.1	-1	-2	-0.1
CCn1ccnc1CNC(=O)CC1C(=O)NCCN1CCCc1ccccc1 (stereo not drawn)
  -4	-0.2	0	-0.7	0	-0.5	1	-1	-1.4
O=C(CCCCC(=O)OCC1CCCO1)OCC1CCCO1 (stereo not drawn)
  14	-1.2	-1	0.5	-4	-3.2	-12	12	.
CN(C)c1cc(NC(=O)CNC(C)(C)C)c2ccccc2n1
  -2	1.9	22	1.5	-3	-0.6	1	31	-1.6
O=C(CC(=O)c1ccccc1)Nc1ccccc1
  -10	-0.7	-1	0.5	-2	-0.1	2	-4	3.5
Cc1ccc(C)c(OCCC(=O)Nc2ccccc2C(=O)NC2CC2)c1
  13	.	1	0.1	6	-0.6	5	-2	-0.6
O=C(Nc1cc(Cl)ccc1N1CCOCC1)c1ccc2c(c1)OCCO2
  -1	1.0	3	-0.6	-6	-3.0	-6	-1	-3.8
C/C(CC(=O)Nc1ccc(F)cc1)=N\NC(=O)Cc1csc(N)n1
  0	14	2	-0.5	-5	-2.2	-1	-2	1.2
CN(C)CCCNc1nc2cc(-c3cnn(C)c3)sc2c(=O)n1C
  1	0.8	3	-0.1	-3	-0.9	15	-4	.
CN1CCc2ccccc2CC1=O
  -2	-0.9	0	0.3	-1	-2.1	6	-10	0.2
Cc1ccc(C(=O)OC(C)C(=O)NC2CCCCC2C)cc1S(=O)(=O)N1CCCCC1 (stereo not drawn)
  11	-2.1	4	0.0	2	2.3	-8	8	-2.1
Cc1cc(C)cc(NC(=O)Cn2nnc(C(=O)NCc3ccccc3Cl)c2N)c1
  -6	-2.3	1	0.3	6	-0.7	12	4	-1.4
COC(=O)C1(CCSC)NC(c2ccc(O)c(OC)c2)C2C(=O)N(c3ccc(C)cc3)C(=O)C21 (stereo not drawn)
  -8	.	12	-2.0	3	0.2	-1	2	2.0
Cc1ccc(N2CCN(C(=O)CN3C(=O)c4ccccc4C3=O)CC2)cc1
  8	1.7	2	0.0	-7	0.8	12	-39	-0.7
COc1cccc(CNS(=O)(=O)c2ccccc2Br)c1OC
  -6	-0.6	1	-0.3	3	-1.6	-7	-1	.
O=C(COC(=O)c1ccc(CSc2ccc(Cl)cc2)cc1)Nc1ccccc1
  2	-2.0	-1	0.2	1	-0.8	2	-4	-0.4
O=C(CN1CCN(c2ccc(F)cc2)CC1)NCC1CCCO1 (stereo not drawn)
  -8	0.5	1	-0.8	3	-1.4	0	-3	2.3
O=S(=O)(NC1CC1)c1ccc(S(=O)(=O)N2CCC3(CC2)OCCO3)cc1
  -2	.	1	-0.1	-3	-2.8	-2	1	-1.4
COc1ccccc1-c1cc(C(F)(F)F)nc(S(=O)(=O)CCCC(=O)NC(C)C)n1
  -7	-1.1	6	-0.5	7	-1.7	5	4	-1.6
COC(=O)c1ccc(C(=O)OC)c(NC(=O)CSc2nc(-c3ccco3)cc(C(F)(F)F)n2)c1
  -4	-1.5	4	0.0	-1	-1.4	5	-3	.
COc1ccccc1NS(=O)(=O)c1ccc(C(=O)NCC(c2ccccc2OC)N2CCCC2)cc1 (stereo not drawn)
  8	-1.1	-1	-1.0	-8	-2.4	0	2	.
O=C(Nc1cccnc1)C1(F)C(F)(F)C(F)(F)C(F)(F)C(F)(F)C1(F)F
  15	.	-7	-0.6	-1	-2.1	-4	-12	-0.3
COC(=O)c1[nH]c(C)c(/C(O)=C2\C(=O)C(=O)N(CCN(C)C)C2c2ccc(C)o2)c1C (stereo not drawn)
  13	1.3	-1	-0.6	0	-0.3	8	-3	4.0
CCc1c(C)nc2nc(SCc3ccccc3)[nH]n2c1=O
  -6	-1.2	0	0.6	8	-1.3	-4	19	0.5
CC(=O)NC(CCS(C)(=O)=O)C(=O)Nc1nc(C)cs1 (stereo not drawn)
  5	-2.3	1	0.6	0	0.6	4	4	-0.2
Cc1ccccc1-c1nnn(CC(=O)N(C)CC(=O)Nc2ccccc2C(F)(F)F)n1
  3	0.6	6	2.0	-5	-1.0	6	2	0.1
N#Cc1ccccc1S(=O)(=O)N1CCN(C(=O)CN2C(=O)NC3(CCCC3)C2=O)CC1
  -5	-1.6	3	2.6	0	-1.5	3	5	0.5
O=S(=O)(Nc1ccc(-n2cnnn2)cc1)c1cccs1
  3	-1.8	1	5.7	1	0.3	5	-8	-1.0
CCOC(=O)C1(C)CCCN(C(=O)C(c2ccccc2)c2ccccc2)C1 (stereo not drawn)
  13	-1.9	-1	0.0	0	-0.2	9	-5	.
O=c1cc(N2CCN(c3ccccc3)CC2)[nH]c(=O)n1-c1ccccc1
  .	.	-2	-0.4	.	-0.5	-1	0	-0.4
O=C(NCCN1CCOCC1)/C(=C\c1ccc(F)cc1)NC(=O)c1ccccc1
  -2	-1.3	2	0.0	-6	-1.4	18	-6	1.4
O=C(Nc1cccc(Cl)c1)c1ccc(NCCCN2CCOCC2)c([N+](=O)[O-])c1
  4	.	1	-0.2	-35	-1.7	-1	-13	-3.8
CSc1ccccc1OCc1cc(C(=O)N(C)Cc2cnccn2)no1
  -3	-0.1	4	-0.1	-2	-3.4	1	-3	-0.8
CC1CN(c2nc(Nc3ccccc3F)nc(N)c2[N+](=O)[O-])CC(C)O1 (stereo not drawn)
  -1	-0.2	-5	2.1	-9	-0.8	18	9	1.3
COc1ccc(-n2c(=S)[nH]c3cc(C(=O)Nc4ccccc4OC)ccc3c2=O)c(OC)c1
  10	.	0	3.4	7	-0.3	4	0	2.5
COc1ccccc1-c1nnn(C/C(N)=N/O)n1
  -10	.	4	-0.9	7	0.2	4	-3	-2.3
CN1CCC2(CC1)N=C(c1ccc(F)cc1)C(=S)N2C(=O)c1ccc(C(C)(C)C)cc1
  -2	0.9	0	-0.7	-2	0.3	8	-5	1.0
Cc1nc2ccccc2n1CC(O)COc1ccc(Br)cc1 (stereo not drawn)
  -11	.	1	-0.3	11	1.1	-5	-5	0.2
Cc1nonc1CN(C)C(=O)CC1C(=O)NCCN1Cc1c(F)cccc1Cl (stereo not drawn)
  -1	-1.1	2	0.0	6	-3.8	-3	4	0.0
Cn1c(=O)[nH]c(=O)c2c1nc(CN1CCOCC1)n2Cc1ccc(F)cc1
  -6	-0.4	0	-0.6	1	-1.6	4	14	-0.3
COCCN1C(=O)c2ccccc2C1c1nc2ccccc2[nH]1 (stereo not drawn)
  3	-0.1	-6	0.2	-4	-3.8	.	-3	.
COc1ccc(CCNC(=O)c2cc(S(=O)(=O)N3CCc4ccccc43)ccc2F)cc1OC
  18	-2.1	-4	-0.7	8	-2.9	4	-3	.
O=C(NCc1ccncc1)[C@@H]1CCCN1C(=O)[C@@H]1CCCN1C(=O)c1cccs1
  -4	.	.	0.1	-6	.	.	0	.
COc1ccccc1CNC(=O)CSc1nc(C)cs1
  -7	.	-1	0.0	1	1.4	-6	0	-0.7
N#CC1=C(N)Oc2cc(O)c(Cl)cc2C1c1ccccc1F (stereo not drawn)
  -15	-4.8	0	-0.3	-2	1.2	-4	?	-7.9
CCO/N=C/C1=C(O)C(C(=O)OC)C(C)(C)CC1=O (stereo not drawn)
  -4	.	0	-0.5	5	1.2	-2	0	0.1
CC1(CCl)CN1S(=O)(=O)c1ccccc1 (stereo not drawn)
  3	.	2	0.2	-3	-0.6	22	-4	2.2

Source: PubChem
